Screening results from PubChem BioAssay.
M1 PAM parental – nonselective activator or artifact in parental CHO-K1 calcium assay | activation, % at 3 µM | AID 602247 | hit rate 0.02% among 360,000 | ATP EC20, Fluo-8 calcium fluorescence; 0% at ATP EC20, 100% at ATP max;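 active = activation above the run cutoff, the mean activation of all test compounds plus 3 SD, cut at about 40% in these data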;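 note: peak over basal fluorescence ratio in a 140 s read after ATP addition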
CHO-K1 Ca ag – M1 agonist counterscreen hit in parental CHO-K1 cells. AID 602248. activation, % at 3 µM. hit rate 0.48% among 360,000. Fluo-8 calcium fluorescence; scaled to maximal ATP response, vehicle zero; in the data active = activation above about 15%;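 note: untransfected CHO-K1 host cells lacking M1 receptor as counterscreen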
CHO parental Ca – counter-screen: ATP calcium response change in parental CHO cells; parental CHO-K1, ATP-induced calcium, Fluo-8 fluorescence; inhibition, % at 5.6 µM; hit rate 0.63% among 330,000;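 active = inhibition above that plate's mean sample inhibition plus 3 SD, cut at about 26% in these data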;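 note: 0% = ATP-challenged DMSO wells and 100% = DMSO wells without ATP; some compounds past the cut are filed as inactive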
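material = parental CHO cells | also added = ATP as calcium-mobilizing challenge | dosing = single point at 5.6 µM | detection = intracellular calcium via Fluo-8 no-wash fluorescent dye | read-out = % inhibition | benchmarks = low control ATP plus DMSO, high control DMSO only | repeats = one well per compound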
OXTR potentiator – potentiators of human oxytocin receptor | CHO-OTR cells, Fluo-8 calcium fluorescence, potentiator mode; 0% = oxytocin EC15, 100% = EC100 | activation, % at 3 µM | hit rate 0.061% among 320,000 | AID 2445;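 active = activation above that plate's cutoff, the mean activation of tested compounds plus 3 SD, cut at about 6.6% in these data, passing the limit was not always enough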;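 note: 100% uses oxytocin at 75 nM as the full agonist control; some results filed as inactive read as strong as hits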
Target sequence (P30559 whole entry, looked up): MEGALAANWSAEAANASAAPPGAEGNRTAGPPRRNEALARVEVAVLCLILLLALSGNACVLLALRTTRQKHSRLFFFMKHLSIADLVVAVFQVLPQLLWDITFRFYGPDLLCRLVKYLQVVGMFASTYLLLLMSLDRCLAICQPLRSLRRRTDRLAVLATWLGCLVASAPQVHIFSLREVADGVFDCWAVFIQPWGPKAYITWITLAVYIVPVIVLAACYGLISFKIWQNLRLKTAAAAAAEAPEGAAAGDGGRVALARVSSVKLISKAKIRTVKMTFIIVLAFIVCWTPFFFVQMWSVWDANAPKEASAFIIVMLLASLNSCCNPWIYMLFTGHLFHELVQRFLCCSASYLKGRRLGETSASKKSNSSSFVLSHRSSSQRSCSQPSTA
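test system = CHO-OTR cells, human receptor | compound = single-point 3.0 µM | schedule = 6 min compound pre-incubation at room temperature, 100 s kinetic read | signal = Fluo-8 no-wash calcium dye fluorescence, excitation 470-495 nm, emission 515-575 nm | repeats = single well per compound, singlicate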
CHRM1 agonist – human M1 muscarinic receptor agonism. activation, % at 3 µM. AID 588814. hit rate 0.33% among 360,000. CHO-K1 hM1, Fluo-8 calcium fluorescence, agonist mode; 0% DMSO, 100% acetylcholine EC100. P11229;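 active = activation above the run's mean compound activation plus 3 SD, cut at about 16% in these data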;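 note: peak over basal fluorescence ratio within a 140 s kinetic read after compound addition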
Target sequence (P11229 whole entry, looked up): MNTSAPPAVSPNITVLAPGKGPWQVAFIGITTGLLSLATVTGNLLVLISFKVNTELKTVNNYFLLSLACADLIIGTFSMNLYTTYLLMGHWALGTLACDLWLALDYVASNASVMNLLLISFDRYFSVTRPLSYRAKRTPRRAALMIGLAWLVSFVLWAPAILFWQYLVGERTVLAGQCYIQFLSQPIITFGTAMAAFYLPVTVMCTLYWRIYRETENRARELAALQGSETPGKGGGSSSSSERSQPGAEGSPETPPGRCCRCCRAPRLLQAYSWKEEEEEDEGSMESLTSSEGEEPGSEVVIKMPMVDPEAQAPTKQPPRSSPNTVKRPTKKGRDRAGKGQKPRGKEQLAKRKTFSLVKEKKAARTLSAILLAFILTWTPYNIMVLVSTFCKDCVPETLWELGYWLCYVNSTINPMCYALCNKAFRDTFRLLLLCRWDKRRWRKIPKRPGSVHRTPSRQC
TAAR1 antagonist – human TAAR1 antagonism; CHO RD-HGA16 TAAR1, Fluo-8 calcium fluorescence, antagonist; inhibition, % at 3 µM; hit rate 1.5% among 360,000; AID 624466;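 active = inhibition above a per-plate cutoff, the mean inhibition of test compounds on that plate plus 3 SD, cut at about 49% in these data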;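 note: 0% = DMSO plus EC80 beta-PEA response and 100% = DMSO alone without agonist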
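Material: CHO RD-HGA16 cells bearing hTAAR1; compound dosing: one-point dosing, 3 µM nominal final; schedule: dye loading 75 min at 37 °C, then 30 min room temperature; measured by: calcium fluorescence with Fluo-8; control set: vehicle and agonist controls; replication: n of 1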
M1 antag – antagonists of human M1 muscarinic receptor; CHO-K1 hM1, Fluo-8 calcium fluorescence, ACh EC80 antagonist; inhibition, % at 3 µM; P11229; hit rate 1.3% among 360,000;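 active = percent inhibition above its own plate's cutoff, namely the mean of that plate's compound wells plus 3 SD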;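 note: peak over basal fluorescence ratio during 140 s after agonist addition; 0% = ACh EC80 plus DMSO and 100% = DMSO alone without agonist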
TAAR1 ag – agonists of human TAAR1; CHO RD-HGA16 TAAR1, Fluo-8 calcium fluorescence; vehicle wells 0%, saturating PEA agonist 100%; activation, % at 3 µM; hit rate 0.99% among 360,000;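 active = activation above the mean activation of all test compounds in the run plus 3 SD, cut at about 38% in these data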
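Assay system – CHO-derived RD-HGA16 cells with stable Gα16 and human TAAR1 · Compound dosing – one-point dosing at 3 µM (nominal) · Incubation – 17-24 h seeding, 75 min 37 °C dye, 30 min RT · Measured by – kinetic Fluo-8 calcium fluorescence · Control set – DMSO vehicle as 0%, PEA at EC100 as 100% · Repeats – single well for each compound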
CHO-K1 Ca antag – counter-screen for M1 antagonists: effect in parental CHO-K1 cells | ATP-induced calcium, Fluo-8 fluorescence | hit rate 0.6% among 360,000 | inhibition, % at 3 µM;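 active = inhibition above a per-plate cutoff, the plate's mean sample inhibition plus 3 SD, cut at about 24% in these data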;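 note: 0% = DMSO plus EC80 ATP and 100% = DMSO alone without ATP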
The depositor's hits bear a star; · = no result given.

structure	M1 antag	OXTR potentiator	TAAR1 ag	CHO-K1 Ca antag	TAAR1 antagonist	CHO-K1 Ca ag	M1 PAM parental	CHO parental Ca	CHRM1 agonist
Cc1ccc(O)c(CNc2cnc3ccccc3c2)c1	5	-24	9	3	24	4.9	9	3	-1
COc1cccc(-c2nc(-c3ccccc3)[nH]c(=O)c2C#N)c1	-10	-12	0	-10	-6	0.0	-2	-2	-2
COc1ccc(CC(=O)OCC(=O)Nc2ccc(Br)cc2)cc1	-6	-2	8	3	12	1.4	2	-10	-7
CC(C)Cc1cc(C(=O)N2CCN(C(c3ccccc3)c3ccccc3)CC2)no1	3	-5	-1	1	-12	-0.4	-10	-11	-8
O=C(COC(=O)c1cc(Cl)ccc1Cl)Nc1ccc2[nH]c(=O)[nH]c2c1	7	-14	2	13	-7	0.1	-22	-16	4
COc1ccc(NC(=O)Nc2cccc3[nH]c([C@@H]4O[C@H](CO)[C@@H](O)[C@H](O)[C@H]4O)nc23)cc1OC1CCCC1	-9	·	1	-14	-3	1.7	24	·	-2
CCc1nc2ccc(C(=O)NCCCn3ccnc3)cn2c1N(C)Cc1ccc(N(C)C)cc1	-9	·	2	-16	-9	0.8	-8	·	-10
CCOc1ccc2[nH]cc(S(=O)(=O)c3ccc(Cl)cc3)c(=O)c2c1	-6	-8	1	-8	-8	1.7	6	-5	-9
COc1ccc(-n2cnnc2SCC(=O)Nc2cc(C(C)(C)C)nn2-c2ccccc2)cc1	-11	-9	5	-14	-9	0.4	21	-8	-4
COc1cc(CNC[C@H]2O[C@@H](n3ccc(N)nc3=O)[C@H](O)[C@@H]2O)ccc1OCc1cccc(Cl)c1	-12	·	2	-4	-7	1.0	22	·	-3
O=C(Nc1ccc2oc(-c3ccncc3)nc2c1)c1ccc([N+](=O)[O-])o1	-5	-8	2	-6	-12	2.0	1	-5	-2
COc1ccc(S(=O)(=O)Nc2cccc3c2O[C@H](CN(C)Cc2ccc(C(=O)O)cc2)[C@@H](C)CN([C@H](C)CO)C3=O)cc1	-6	1	1	-12	-20	0.4	17	-10	-1
O=C(NCc1cccc(F)c1)c1cccc2c1C(=O)c1ccc(N3CCC(Cc4ccccc4)CC3)cc1S2(=O)=O	9	-11	·	-3	·	6.3	17	42*	15
CC(C)C(NC(=O)c1ccccc1)C(=O)NCCc1ccccc1 (configuration not stated)	0	-13	7	-14	5	8.5	26	-1	-4
Cc1ccc(NC(=O)N2CCc3ccccc3C2)cc1	7	-1	68*	-44	8	0.9	8	-6	-7

More structures
structure	M1 antag	OXTR potentiator	TAAR1 ag	CHO-K1 Ca antag	TAAR1 antagonist	CHO-K1 Ca ag	M1 PAM parental	CHO parental Ca	CHRM1 agonist
CCOc1ccc(Cl)cc1C1=CC(=O)C[C@H](c2ccc(OC)cc2)C1	2	-6	4	-7	13	0.1	-1	-25	-6
C=CCC12C=C(OC)C(=O)OC(OC)(C1O)[C@H](c1ccc3c(c1)OCO3)[C@H]2C (some centres not stated)	2	-1	1	-9	-23	0.2	3	-16	-7
COc1ccc(OC)c(NC(=O)CCNS(=O)(=O)c2ccc3c(c2)oc(=O)n3C)c1	-8	4	2	12	-11	0.4	-12	-9	-4
Cc1cc(C(=O)OCC(=O)N(C)c2ccccc2)c(C)o1	0	1	0	-24	-11	-0.1	14	-7	-6
COc1ccccc1C(=O)NC(=O)COC(=O)c1oc2ccccc2c1C	-10	-6	-4	-14	1	0.5	25	-19	-3
Cc1noc(C)c1S(=O)(=O)Nc1c(C)n(C)n(-c2ccccc2)c1=O	3	-7	-1	31*	12	-0.3	-6	-17	-1
Cc1ccc(NC(=O)N[C@@H](CC(C)C)C(=O)O)c(C)c1	-8	-5	3	-13	-11	0.3	2	-6	-3
COc1ccc(N(C(=O)c2snc(C(N)=O)c2N)C(C(=O)NC2CCCC2)c2cccs2)c(OC)c1 (configuration not stated)	-13	-8	-3	10	-27	-0.3	-12	-25	-2
Cc1ccc(NC(=O)c2ccc3snnc3c2)cc1	-2	-4	8	-16	-4	2.2	11	-4	-9
Fc1ccccc1N1CCN(Cc2nc(-c3ccccc3)no2)CC1	0	-4	1	-11	-6	0.5	21	-2	-6
COc1ccc(C(CNC(=O)Cc2cc(OC)c(OC)c(OC)c2)N2CCCC2)cc1 (configuration not stated)	-1	1	8	3	3	-0.2	-3	-5	-5
COc1ncnc2c1oc1nc(C(C)C)c3c(c12)CC(C)(C)OC3	-2	-15	1	-4	14	0.2	1	-15	-2
Cn1c(N)c(C(=O)COC(=O)Cc2ccc(F)cc2)c(=O)n(C)c1=O	-2	·	3	-5	-7	2.1	5	·	-2
CC(=O)c1cccc(NS(=O)(=O)c2ccc(NC(=O)N3CCCCC3)cc2)c1	36*	-11	6	22	12	5.6	-10	16	-1
COc1ccc(OCCSc2nc(C)nc3ccccc23)cc1	1	-12	7	-4	-1	3.2	0	-13	-2

Other compounds follow:
structure	M1 antag	OXTR potentiator	TAAR1 ag	CHO-K1 Ca antag	TAAR1 antagonist	CHO-K1 Ca ag	M1 PAM parental	CHO parental Ca	CHRM1 agonist
O=c1c2ccccc2c(C=Nc2ccc(O)cc2)c(O)n1Cc1ccccc1	-14	-4	9	-9	-28	0.9	12	17	-1
OCCN(CCCn1c(C(F)(F)F)nc2ccccc21)c1nc(CN2CCCCC2)cs1	-11	-4	2	-7	13	0.9	9	-11	-8
CCCC(=O)Nc1cccc(-c2cn3cccnc3n2)c1	4	0	1	-11	12	-0.3	23	-9	5
COc1ccc(-c2cc(-c3ccccc3)c(C#N)c(SCC(=O)Nc3ncc(C)s3)n2)cc1	5	-10	-1	-5	-13	3.9	15	-7	-4
CCOc1ccc(Cl)cc1S(=O)(=O)N1CCCC1	7	-4	4	-4	6	0.1	7	-12	-5
O=S(c1ccccc1)c1ccccc1	-12	·	1	8	-18	-0.8	-18	·	1
COC(=O)NNC(=S)NCc1ccc(C)cc1	1	-2	0	3	-15	-0.3	5	-6	-5
CN(CC(=O)NCc1ccncc1)S(=O)(=O)c1ccc(F)cc1	-13	12*	22	-6	-19	0.8	16	-4	-6
COc1cccc(/C=C(/C(=O)OCC(=O)NC2CCCCCCC2)c2ccccc2)c1	-4	-10	6	7	38	1.2	-3	-3	0
CCOC(=O)C1(C)CCCCN1C(=O)c1ccnc(Cl)c1 (configuration not stated)	-9	·	2	-16	1	0.5	-9	·	-2
CCN(CC)C(=O)c1[nH]cnc1C(=O)NCC(=O)OCc1ccccc1	27	-12	25	-4	71*	8.9	4	-5	0
O=C(CSc1nc2ccccc2c(=O)[nH]1)Nc1ccc(N2CCOCC2)cc1	-2	-3	2	9	-22	-0.7	-5	-2	-1
CC(C)CN(CC(C)C)CC(O)COc1ccc([N+](=O)[O-])cc1 (configuration not stated)	-6	1	-2	-3	-15	-0.1	18	-7	-9
CC1CCN(c2c(NCC3CCC(C(=O)NCCc4ccc(Cl)cc4)CC3)c(=O)c2=O)CC1 (configuration not stated)	-22	-2	0	-20	-37	-1.3	16	-22	-7
COc1ccc(OC)c(N(CC(=O)NCc2ccccn2)S(C)(=O)=O)c1	-7	-12	1	-4	3	0.3	-6	-12	0

Other results follow.
structure	M1 antag	OXTR potentiator	TAAR1 ag	CHO-K1 Ca antag	TAAR1 antagonist	CHO-K1 Ca ag	M1 PAM parental	CHO parental Ca	CHRM1 agonist
CC(C)/C=N/NC(=O)c1cccc(N2CCCC2=O)c1	-4	-8	5	-5	12	0.7	15	-14	-8
COc1ccc(-c2noc(-c3cc(C)cc(C)c3)n2)cc1OC	-10	-1	-1	-2	-6	0.5	11	-14	-3
Cc1cccc(NC(=O)CN(C)S(=O)(=O)c2cccc3cccnc23)c1	-3	-2	4	1	9	3.0	16	-14	1
CC1CC(C)CN(C(=O)c2ccc(Br)c(S(=O)(=O)N3CCOCC3)c2)C1 (configuration not stated)	0	-6	6	-2	-13	1.5	8	-17	-1
O=c1cc2c(nn1Cc1ccccc1)-c1ccccc1CC2	-15	-2	4	-10	7	0.9	-3	-7	1
Cc1ccccc1OCCC(=O)Nc1ccccc1C(=O)N1CCCCC1	-12	2	-2	-2	4	0.1	-3	-12	-4
Cc1cc(C(=O)NNC(=O)COc2c(C)cc(Br)cc2C)n[nH]1	-7	-10	9	4	-15	1.2	7	-1	0
COC(=O)[C@]1(C)N[C@H](CN(C)C(=O)Nc2ccc(C(F)(F)F)cc2)[C@@H]2C(=O)N(C)C(=O)[C@@H]21	0	1	-1	0	-3	0.2	-5	-6	-2
O=C(COC(=O)c1ncc(Cl)c(Cl)c1Cl)Nc1ccccc1OC(F)F	3	3	8	20	2	0.0	-11	-20	-5
CC(=O)c1c(C)[nH]c(C(=O)OCC(=O)NC(C)c2ccccc2)c1C (configuration not stated)	-14	·	3	-4	-12	0.2	-3	·	-1
Cn1c(=O)[nH]c(=O)c2c1nc(N1CCCCCC1)n2CCOc1ccccc1	-8	-12	0	-12	-35	2.1	3	-5	-3
O=C(COC(=O)CC1CC2CCC1C2)NC(=O)NCc1ccco1 (configuration not stated)	-11	-5	-2	-12	11	0.8	18	-5	-4
O=C(COC(=O)c1cc(S(=O)(=O)N2CCOCC2)ccc1F)c1ccccc1	2	-1	7	2	24	0.5	-21	-16	-4
CC(C)OC(=O)c1ccc(N2CCN(c3ccc(F)cc3)CC2)nc1	3	-19	11	-1	-4	4.3	8	-20	-5
c1ccc(-c2noc(-c3cccc4ccccc34)n2)cc1	-16	3	10	-17	-25	0.6	25	-1	-4

Next section
structure	M1 antag	OXTR potentiator	TAAR1 ag	CHO-K1 Ca antag	TAAR1 antagonist	CHO-K1 Ca ag	M1 PAM parental	CHO parental Ca	CHRM1 agonist
Cc1nnsc1S(=O)(=O)Cc1ccccc1Cl	-2	-5	12	4	-3	0.1	7	-3	-6
Cc1ccc2oc(=O)c3cnn(CC(=O)N(CCN(C)C)Cc4ccco4)c3c2c1	-5	-2	0	4	-4	-0.4	-4	-14	-7
COc1ccc(/C=N/OCC(=O)OCC(=O)N(C)c2ccccc2)cc1	-5	-9	2	-4	-11	2.2	-7	-5	-2
Cc1cc(C)c(NC(=O)Nc2ccccc2C)c(Cl)c1	16	-5	-1	-5	-5	0.9	14	21	-5
COc1ccc(CCN2CC(C(=O)NCCc3ccccc3C)CCC2=O)cc1 (configuration not stated)	-13	-3	0	-8	-7	1.7	11	-22	-1
Cc1cccn2c(CNCCc3ccco3)c(C(=O)N3CCOCC3)nc12	-6	·	43*	-3	18	3.3	-6	·	-4
Cn1ccnc1SCC(=O)Nc1ccc2c(c1)OCCO2	-14	-8	6	5	-38	0.1	-1	-6	-2
CCN(CC)S(=O)(=O)c1ccc(NC(=O)CSc2nnc(-c3cccc(OC)c3)n2C)cc1	11	-4	4	-29	-1	2.8	-4	-25	-10

This is a random part of the collection. About 4.2% of those tested had a hit in this group.
